From PubChem BioAssay
S1P4 antag: human S1P4 receptor antagonism. S1P4-expressing cells, antagonist mode, reporter read-out. inhibition, % at 4.98 µM. O95977. 220,000 compounds, 0.26% hits; in the data active means inhibition above about 29%;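 further: 0% = wells stimulated with agonist and 100% = vehicle wells without agonist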
Target sequence (O95977 whole entry, looked up): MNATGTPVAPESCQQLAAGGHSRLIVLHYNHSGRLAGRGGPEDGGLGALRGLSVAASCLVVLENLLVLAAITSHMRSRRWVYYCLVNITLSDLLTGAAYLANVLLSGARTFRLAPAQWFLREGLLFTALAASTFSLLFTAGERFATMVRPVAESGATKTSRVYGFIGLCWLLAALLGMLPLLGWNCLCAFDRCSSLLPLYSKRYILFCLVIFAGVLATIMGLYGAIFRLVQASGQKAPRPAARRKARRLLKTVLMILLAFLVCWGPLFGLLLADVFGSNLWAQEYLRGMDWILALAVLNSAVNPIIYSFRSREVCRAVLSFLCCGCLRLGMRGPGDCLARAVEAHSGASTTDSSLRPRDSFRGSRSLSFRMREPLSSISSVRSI
PERK inh: inhibitors of human PERK kinase. inhibition, % at 5.6 µM. CHO PERK-DD fusion, SEAP luminescence translation reporter. Q9NZJ5. 220,000 compounds, 0.17% hits;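 active means inhibition above the mean inhibition of all tested compounds plus 3 SD, set separately per screening campaign, cut at about 2.9% in these data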;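 further: PERK kinase domain activated by AP20187 dimerizer at 100 nM; 0% = DMSO with dimerizer and 100% = rapamycin at 8.4 µM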
m-calpain inh: calpain II (pig) inhibition; purified calpain II, fluorogenic peptide substrate, 30 min; inhibition, % at 16 µM; 220,000 compounds, 0.37% hits; AID 1236;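 active means inhibition above about 50%, limit read from the data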
zfTRPN1 agonist: zebrafish TRPN1 (NompC) channel agonism; activation, % at 3 µM; 220,000 compounds, 0.18% hits; AID 1424; HEK293 zebrafish TRPN1-YFP, Fluo-8 calcium fluorescence; 100% = response to 87 µM carbachol;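 active means activation above its plate's cutoff, the mean activation of test wells on that plate plus 3 SD, cut at about 19% in these data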;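 further: 0% = DMSO alone and 100% = 87 µM carbachol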
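Material – zebrafish TRPN1-YFP in HEK293 cells · Doses – 3 µM single point · Schedule – dye 1 h 37 °C plus 30 min RT · Signal – Fluo-8 calcium fluorescence, excitation 470-495 nm, emission 515-575 nm · Read-out – % activation versus carbachol response · Control set – carbachol high, DMSO low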
S1P4 agonist: activates the human S1P4 receptor; O95977; S1P4-expressing cell line, agonist reporter assay; activation, % at 4.98 µM; 220,000 compounds, 0.35% hits; in the data active means activation above about 11%;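 further: 0% = DMSO vehicle and 100% = reference agonist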
BaF3 parental: counter-screen for JAK2V617F inhibitors: parental Ba/F3 viability inhibitors; AID 1486; 220,000 compounds, 1.1% hits; inhibition, % at 5.6 µM; CellTiter-Glo ATP luminescence;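 active means inhibition above a per-campaign cutoff, the mean inhibition of all tested compounds plus 3 SD, cut at about 27% in these data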;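 further: 0% = DMSO wells and 100% = JAK Inhibitor I control wells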
TRPML3 agonist: human mucolipin-3 channel agonism | Q8TDD5 | 220,000 compounds, 0.29% hits | activation, % at 3 µM | HEK293 TRPML3-YFP, Fluo-8 calcium fluorescence; 100% = the carbachol control signal;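 active means activation above its plate's cutoff, the mean activation of the plate's test wells plus 3 SD, cut at about 12% in these data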;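 further: 0% = DMSO only wells and 100% = carbachol wells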
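Test system: TRPML3-YFP stable HEK293 cells. Doses: single point at 3 µM. Incubation: dye loading 1 h 37 °C then 30 min ambient, 125 s read. Signal: Fluo-8 calcium dye fluorescence, ex 470-495, em 515-575 nm. Measure: percent activation from peak-to-basal fluorescence ratio, scaled between DMSO and carbachol.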
Ba/F3 V617F tox: reduce viability of Ba/F3 cells dependent on JAK2V617F. inhibition, % at 5.6 µM. 220,000 compounds, 1.1% hits. Ba/F3 EpoR-JAK2V617F viability, ATP luminescence. AID 1446;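 active means inhibition above the campaign mean plus 3 SD over all tested compounds, cut at about 24% in these data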;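 further: cytokine-independent growth of Ba/F3 cells driven by EpoR plus mutant JAK2; 0% = DMSO-treated cells and 100% = JAK inhibitor I control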
EP2 mod: EP2 receptor (human) modulation; P43116; induction, % at 25 µM; EP2-expressing cells, cAMP HTRF FRET, PGE2 co-stimulation; 260,000 compounds, 0.83% hits; AID 940;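 active means compounds whose cAMP rise, as percent of the full-agonist control response, exceeds 60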;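 further: rat C6 glioma line stably carrying human EP2 under a CMV promoter; the protocol text gives 20 µM as final concentration; 100% = response of wells given 1 µM PGE2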
Target sequence (P43116 whole entry, looked up): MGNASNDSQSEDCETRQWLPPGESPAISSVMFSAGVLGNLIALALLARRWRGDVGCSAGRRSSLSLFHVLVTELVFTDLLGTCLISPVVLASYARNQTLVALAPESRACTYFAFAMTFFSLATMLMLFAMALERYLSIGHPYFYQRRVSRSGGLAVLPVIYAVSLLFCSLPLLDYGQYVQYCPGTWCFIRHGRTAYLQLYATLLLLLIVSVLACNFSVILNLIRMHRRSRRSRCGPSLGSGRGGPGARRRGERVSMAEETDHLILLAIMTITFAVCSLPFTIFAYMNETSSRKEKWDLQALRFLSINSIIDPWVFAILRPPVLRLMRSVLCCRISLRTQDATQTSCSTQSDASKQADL
Numbers without * were called inactive; i = inactive; nt = not tested or not shown.

structure | S1P4 antag | PERK inh | m-calpain inh | zfTRPN1 agonist | S1P4 agonist | BaF3 parental | TRPML3 agonist | Ba/F3 V617F tox | EP2 mod
COc1ccc(C2CC(c3ccccc3)=NN2C(=O)CN2N=NC3C(=O)N(c4cccc(F)c4)C(=O)C32)cc1 (configuration not stated) | -7 | -0.4 | -84 | 1.2 | 0.2 | 8 | 1.9 | 1 | 16
CCOCc1nnc(NC(=O)c2cc(OC)c(OC)cc2[N+](=O)[O-])s1 | 5 | 1.9 | -19 | 0.8 | 0.1 | 3 | 0.5 | 0 | 29
Nn1c(Cc2ccccc2F)nnc1SCC(=O)N1CC(=O)Nc2ccccc21 | -7 | 0.2 | -1 | 0.5 | 1.1 | 5 | 1.1 | 3 | 15
COc1ccc(CCNC(=O)c2nc(-c3cccs3)no2)cc1OC | -7 | 0.6 | 4 | 11 | 0.5 | 9 | 4.3 | 2 | -45
O=C(CCN1CCN(c2ccccc2)CC1)NNC(=S)Nc1ccccc1 | 0 | 0.0 | -2 | 2.8 | 3.5 | 1 | 2.1 | -4 | 21
CC(=O)NC(CC(=O)Nc1ccc(S(=O)(=O)N2CCCCC2)cc1)c1ccccc1 (configuration not stated) | 7 | -0.1 | -30 | -0.3 | 0.0 | 5 | 1.1 | -1 | -7
CC1CCc2sc(-c3n[nH]c(=S)o3)cc2C1 (configuration not stated) | -13 | 0.1 | i | -0.6 | 3.8 | 14 | 0.5 | 5 | -8
O=C1CSC(=S)N1CC1CCCO1 (configuration not stated) | -23 | -0.2 | -27 | 1.1 | -0.4 | 4 | 0.9 | -2 | 15

Part of the list above in order of SMILES length, rising.
structure | S1P4 antag | PERK inh | m-calpain inh | zfTRPN1 agonist | S1P4 agonist | BaF3 parental | TRPML3 agonist | Ba/F3 V617F tox | EP2 mod
Nn1c(Cc2ccccc2F)nnc1SCC(=O)N1CC(=O)Nc2ccccc21 | -7 | 0.2 | -1 | 0.5 | 1.1 | 5 | 1.1 | 3 | 15
CCOCc1nnc(NC(=O)c2cc(OC)c(OC)cc2[N+](=O)[O-])s1 | 5 | 1.9 | -19 | 0.8 | 0.1 | 3 | 0.5 | 0 | 29
CC(=O)NC(CC(=O)Nc1ccc(S(=O)(=O)N2CCCCC2)cc1)c1ccccc1 (configuration not stated) | 7 | -0.1 | -30 | -0.3 | 0.0 | 5 | 1.1 | -1 | -7

The list goes on:
structure | S1P4 antag | PERK inh | m-calpain inh | zfTRPN1 agonist | S1P4 agonist | BaF3 parental | TRPML3 agonist | Ba/F3 V617F tox | EP2 mod
O=C(NN1C(=O)C2C3C=CC(C4CC34)C2C1=O)c1ccc(Br)cc1 (configuration not stated) | -10 | 0.7 | -12 | 3.0 | -0.2 | 3 | 2.4 | -2 | 14
O=C1CC(c2cccs2)c2cc3c(cc2N1)OCO3 (configuration not stated) | -11 | 0.9 | -3 | -0.3 | -2.2 | 3 | 0.5 | -1 | 9
CNS(=O)(=O)c1ccc(C)c(S(=O)(=O)NC)c1 | -18 | 0.2 | 12 | 0.1 | 1.3 | 6 | 0.2 | 1 | 13
O=C(COc1c(Cl)cc(Cl)cc1Cl)c1ccc(Cl)cc1 | 7 | 1.0 | 1 | -0.4 | 0.1 | 0 | 0.4 | -4 | -19
CCOC(=O)c1c(O)c(O)c(C(=O)OCC)n1-c1ccccc1 | 4 | 1.7 | -4 | -1.0 | 1.8 | -3 | -0.4 | -3 | -7
C=CCn1c(SCC(=O)Nc2cc(OC)c(NC(=O)c3ccco3)cc2OC)nnc1-c1ccncc1 | 17 | -0.6 | -12 | 1.0 | -0.8 | 1 | -0.1 | -1 | -17
CCOC(=O)NC1(C(F)(F)F)C(=O)NC(C)=C1C#N (configuration not stated) | -14 | 0.3 | -10 | -0.2 | -0.2 | 5 | 0.5 | 3 | 28
CCCCOC(=O)c1nnc(-c2ccccc2)o1 | 2 | -1.3 | -10 | 0.7 | -0.9 | -3 | -0.5 | 0 | 3

Following part
structure | S1P4 antag | PERK inh | m-calpain inh | zfTRPN1 agonist | S1P4 agonist | BaF3 parental | TRPML3 agonist | Ba/F3 V617F tox | EP2 mod
COc1cc(NS(=O)(=O)c2ccc(NC(=S)NC(=O)CC(C)C)cc2)nc(OC)n1 | 6 | 1.4 | -26 | 0.7 | -0.8 | -1 | 0.9 | -2 | -54
COC(=O)C1=C(C)NC(=O)C1(NS(=O)(=O)c1ccc(NC(C)=O)cc1)C(F)(F)F (configuration not stated) | -8 | 0.6 | 12 | -0.5 | -0.4 | 1 | 0.6 | -7 | -5
N#Cc1cc2c(=O)n3ccccc3nc2n(CC2CCCO2)c1=N (configuration not stated) | -1 | 0.6 | nt | 0.9 | 1.7 | -1 | -0.2 | -1 | nt
COc1ccc(N2CCN(S(=O)(=O)c3ccc4c(c3)CCCC4)CC2)c([N+](=O)[O-])c1 | -8 | 0.2 | 39 | -0.4 | -2.6 | 3 | 1.2 | 1 | -27
N=c1c2c(-c3ccccc3)c(-c3ccccc3)n(Cc3ccco3)c2ncn1Cc1ccccc1 | 13 | -2.1 | -15 | -0.2 | 0.8 | 1 | 0.5 | 0 | 7
CCOC(=O)N1CC(=O)Nc2ccc(Br)cc2C1c1ccccc1 (configuration not stated) | -3 | -0.7 | -5 | 0.3 | 0.8 | 3 | -0.6 | -3 | 48
COc1cc(/C=N/NC(=O)/C(=C/c2ccccc2)CCO)ccc1O | 8 | 0.5 | 25 | 0.2 | -0.4 | 8 | -0.2 | 3 | 0
Cc1ccc(NC(=O)OCc2ccccc2S(C)=O)cc1 (configuration not stated) | -1 | 0.3 | -19 | 2.3 | -3.4 | 11 | 2.5 | 6 | -37
CCOc1ccc(NC(=O)CCCCn2c(=O)[nH]c3ccsc3c2=O)cc1 | -13 | 0.0 | -6 | -0.5 | 3.1 | 4 | -0.1 | -5 | -4
COc1ccc(CNC(=O)c2noc(C)c2[N+](=O)[O-])cc1 | -5 | 0.4 | -14 | -0.7 | 1.4 | 1 | 0.7 | -2 | -18

Complete entries from above. Values in the order: S1P4 antag, PERK inh, m-calpain inh, zfTRPN1 agonist, S1P4 agonist, BaF3 parental, TRPML3 agonist, Ba/F3 V617F tox, EP2 mod
COC(=O)C1=C(C)NC(=O)C1(NS(=O)(=O)c1ccc(NC(C)=O)cc1)C(F)(F)F (configuration not stated) in the list: -8, 0.6, 12, -0.5, -0.4, 1, 0.6, -7, -5
COc1cc(/C=N/NC(=O)/C(=C/c2ccccc2)CCO)ccc1O in the list: 8, 0.5, 25, 0.2, -0.4, 8, -0.2, 3, 0
Cc1ccc(NC(=O)OCc2ccccc2S(C)=O)cc1 (configuration not stated) in the list: -1, 0.3, -19, 2.3, -3.4, 11, 2.5, 6, -37
N=c1c2c(-c3ccccc3)c(-c3ccccc3)n(Cc3ccco3)c2ncn1Cc1ccccc1 in the list: 13, -2.1, -15, -0.2, 0.8, 1, 0.5, 0, 7
N#Cc1cc2c(=O)n3ccccc3nc2n(CC2CCCO2)c1=N (configuration not stated) in the list: -1, 0.6, nt, 0.9, 1.7, -1, -0.2, -1, nt
